# P. falciparum M17LAP: P. falciparum M17LAP inhibitors, primary screen, biochemical, fluorogenic H-Leu-NHMec substrate, 1536-well (AID 1619); recombinant M17LAP, H-Leu-NHMec fluorogenic kinetic assay; higher % means a stronger effect; inhibition, % at 30 µM, or IC50 in µM where a hit was titrated; 0.38% of 220,000 active;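 active = compound inhibiting the enzyme by more than half at any dose during confirmatory dose-response retesting; inconclusive = strong single-dose inhibitors picked by rank but not retested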;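 note: plate controls were full reaction with DMSO carrier for no effect and no enzyme background for full effect; strong numbers were not always called active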
# CSM14.1 death rescue: protection against thapsigargin-triggered cell killing – 384-well, CSM14.1, ATP luminescence, primary screen (AID 1222). CSM14.1 thapsigargin-induced death rescue, ATP luminescence; higher % means a stronger effect. one-dose cellular ATP content (survival), % at 20 µM; EC50 in µM for titrated hits. 190,000 tested, under 10 active;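 active = EC50 below 50 µM in the dose-response confirmation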;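 note: death triggered by thapsigargin at about 15 µM added after 2 h compound pretreatment; cell ATP read after overnight thapsigargin exposure of roughly 18 to 22 hours; normalized against plate controls of thapsigargin alone and 5% DMSO vehicle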
# Insulin prom up: MIN6 insulin promoter up-regulation; 0.3% of 190,000 active; MIN6 insulin promoter-GFP reporter, high-content imaging; active compounds read high; AID 1625; z-score at 5 µM;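 active = z-score above 3 at 5 µM with at least 500 cells counted in the well; inconclusive = wells under 500 cells, flagged as cytotoxic or low count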
# Dynein cargo inh: blocks dynein driven cargo transport along microtubules | 3617.4 mouse cells, GR-EGFP nuclear translocation imaging; test concentration mostly 20 µM; stimulated with dexamethasone, 1 µM; active compounds read low | z-score, hits read low | 0.47% of 220,000 active;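 active = plate z-score of nuclear minus cytoplasmic receptor signal below a set negative limit, without overly bright fluorescence or cell loss, cut at about -3.5 in these data, passing the limit was not always enough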;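 note: z-score of nuclear minus cytoplasmic ring GR-EGFP intensity difference per well; some compounds called inactive have numbers as strong as hits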
#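 Also added: dexamethasone, 1.0 µM final. Medium: tet-free, stripped-serum medium. Detection: fixed, Hoechst-stained cells imaged at 10x for EGFP. Read-out: nuclear-to-cytoplasmic GR-EGFP distribution per well. Times: induction 48 h, compound 1 h, agonist 30 min.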
# K1F lysis inhibition: inhibition of K1F phage lysis, E. coli UTI89, bacterial capsule biogenesis inhibitors, alamar blue (AID 488966). inhibition, % at 100 µM, or IC50 in µM where a hit was titrated. E. coli UTI89 K1F phage lysis, alamar blue, 2 h; higher % means a stronger effect. 0.02% of 340,000 active;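 active = phage lysis inhibition, versus mean bacterial control, above a set limit; inconclusive = no clear call, values can overlap the other calls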;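 note: capsule biogenesis inhibitors block K1F phage lysis so surviving cells raise fluorescence; higher fluorescence means more inhibition of phage lysis; actives were called in the ten point dose series up to 300 µM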
# Autophagy mod: autophagy modulation, high-content screen; 0.98% of 190,000 active; calls only at 10 µM (by protocol); MEF GFP-LC3 puncta imaging; test concentration mostly 10 µM; AID 463193;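 active = percentage of spot-positive cells more than 3 SD above its plate mean, without a fluorescence outlier flag or 80% toxicity; inconclusive = no clear call, values can overlap the other calls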;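 note: spot-positive cell cutoff set from DMSO-treated cells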
# b-catenin transl: beta-catenin nuclear translocation modulation; HeLa beta-catenin nuclear translocation, immunofluorescence imaging; nuclear translocation activity, % at 5 µM; 0.3% of 190,000 active;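 active = nuclear translocation activity above 50% at 5 µM, with a well cell count of 50 or more; inconclusive = wells under 50 cells across six images, flagged as toxic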;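 note: per-cell ratio of nuclear to cytoplasmic median beta-catenin stain intensity; plate controls were DMSO negative control for no effect and GSK-3 inhibitor IX positive control for full effect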
#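 Signal – beta-catenin immunofluorescence imaging with DAPI · Test system – human HeLa cell line · Dosing – 5 µM primary single dose, 0.1% DMSO, 0.02–20 µM confirmation series · Measure – % activation, nuclear-to-cytoplasmic median beta-catenin signal ratio per cell · Incubation – 24 h compound exposure at 37°C, 5% CO2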
# P. falciparum M1AAP: malaria alanyl aminopeptidase activity blockers – biochemical, fluorogenic H-Leu-NHMec substrate, 1536-well (AID 1445); recombinant M1AAP, H-Leu-NHMec fluorogenic kinetic assay; higher % means a stronger effect; 0.42% of 220,000 active; inhibition, % at 30 µM; hits with a dose series show IC50 in µM;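 active = primary inhibition above the hit cutoff, then over 50% inhibition at one or more dose response concentrations, cut at about 23% in these data, passing the limit was not always enough; inconclusive = conflicting primary data, or primary hits not chosen for dose response; inactive = low primary inhibition, or under 50% at every dose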;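 note: plate controls were DMSO full reaction for no effect and no enzyme background for full effect; strong numbers were not always called active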
# MT stabilize HCS: stabilizes microtubules in HeLa cells; HeLa tubulin immunostaining HCS, 24 h; share of cells brighter than vehicle mean+2SD; 0.83% of 200,000 active; AID 2205; % tubulin-high responders, % at 10 µM;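 active = plate Z-score above 3 for both tubulin-high and condensed-nucleus cell shares, with cell loss under 80%, at 10 µM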;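 note: anti alpha tubulin signal scored within the nucleus-defined area of each cell; some results filed as inactive read as strong as hits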
# Dynein cargo inh cytoplasmic EGFP: second read-out of Dynein cargo inh, no call of its own (marks repeat the call); z-score; measured here: cytoplasmic GR-EGFP intensity; active compounds read high
# Dynein cargo inh nuclear GR-EGFP: also measured in Dynein cargo inh; calls as there; z-score; measured here: nuclear GR-EGFP intensity;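 lower value marks the stronger effect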
# Dynein cargo inh cell count: recorded beside Dynein cargo inh, whose call it bears; z-score; measured here: cell count per field
# Insulin prom up cell count: further read-out of Insulin prom up, marked with its call; cell count; measured here: cytotoxicity, nuclei count;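 total cells summed across four imaged fields per well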
# b-catenin transl cell count 5 µM: second read-out of b-catenin transl, no call of its own (marks repeat the call); cell count; measured here: cell count, cytotoxicity flag
# MT stabilize HCS Hoechst-high %: further read-out of MT stabilize HCS, marked with its call; % Hoechst-high responders; measured here: nuclear condensation Hoechst responders;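 share of cells brighter than vehicle mean plus two SD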
# MT stabilize HCS cytotoxicity %: also measured in MT stabilize HCS; calls as there; toxicity, %; measured here: cytotoxicity by cell density;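 0% = mean cell density of plate MIN control wells and 100% = no cells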
# Autophagy mod cell loss 18 h: second read-out of Autophagy mod, no call of its own (marks repeat the call); toxicity, %; measured here: cell loss, nuclei count;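 cell loss after 18 h compound exposure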
# An asterisk follows results filed as active; i = inactive; u = inconclusive; x = not tested or not shown; & = joins results of further samples; [ ] = dose if it differs, or a comment. Rows were taken by chance; about 2.9% have a hit in one of these screens.
SMILES,P. falciparum M17LAP,CSM14.1 death rescue,Insulin prom up,Insulin prom up cell count,Dynein cargo inh,Dynein cargo inh cytoplasmic EGFP,Dynein cargo inh nuclear GR-EGFP,Dynein cargo inh cell count,K1F lysis inhibition,Autophagy mod,Autophagy mod cell loss 18 h,b-catenin transl,b-catenin transl cell count 5 µM,P. falciparum M1AAP,MT stabilize HCS,MT stabilize HCS Hoechst-high %,MT stabilize HCS cytotoxicity %
COc1ccc(/C=N/NC(=O)c2ccc(NC(=O)c3cccc([N+](=O)[O-])c3)cc2)c(OC)c1,-12%,-1.4%,-0.6,1046,-0.17,-0.33,-0.26,0.42,0.7%,i,-1,0.3,1063,11%,4.7,3.6,5.7
C/C(=N\OCc1ccccc1)c1c(O)cc(C(C)C)n(-c2ccccc2)c1=O,13%,-1.2%,-0.13,1320,-1,-0.3,-0.7,0.73,2.3%[50 µM],i,10,x,x,2%,1.7,2.4,4.2
COc1ccc(C(=O)NCCN2CCOCC2)c(OC)c1,4%,-0.5%,1.5,1016,-0.45,-0.18,0.18,-0.3,0.0%,i,1,-2.9,917,0%,2.4,2.4,7.4
Cc1cc2ccccc2c(=O)n1CC(=O)N(C)c1ccc(F)cc1,-6%,-1.8%,0,1722,1.4,-0.23,0.82,-1.6,2.0%,i,-3,-0.1,1038,3%,4.7,1.5,7.7
O=C(N/N=C/C=C\c1ccccc1[N+](=O)[O-])c1ccco1,5%,0.1%,-1.4,1362,0.8,-0.11,0.67,0.53,0.0%,i,13,-0.5,1131,5%,6.6,1.2,9.5
COc1ccc(OCCOc2ccccc2[N+](=O)[O-])cc1,-2%,2.0%,0.01,1462,0.69,-0.21,0.46,0.38,2.5%,i,15,1.9,1083,-2%,4.2,1.0,5.2
O=C(Nc1ccc2c(c1)OCO2)C1CC(c2c(F)cccc2Cl)=NO1 (stereo unspecified),-2%,-1.9%,0.17,1095,-0.3,0.17,0.11,1.4,-0.1%,i,-22,x,x,4%,0.1,2.8,3.3
O=C(Nc1ccsn1)c1ccc(Cl)cc1Cl,-12%,x,0.1,903,0.17,-0.24,0.61,-0.24,0.2%,x,x,-0.1,1347,-1%,x,x,x
CCOc1ccccc1NC(=O)C(=O)/C=C(\O)c1cc(OC)ccc1OC,14%,-1.2%,-0.61,843,-0.23,-0.35,-0.14,0.034,2.5%,i,1,x,x,13%,0.9,1.6,7.8
N#Cc1ccc(OCCN2C(=O)NC3(CCSC3)C2=O)cc1 (stereo unspecified),-2%,2.1%,0.27,1215,-0.15,-0.39,-0.49,0.87,3.0%,i,9,-5.0,1050,3%,2.7,2.0,14
CC(=O)Oc1ccccc1-n1c(C)nc(=O)c(-c2ccccc2)c1C,5%,x,1.1,1037,0.66,-0.26,0.29,-0.086,x,x,x,-0.1,1258,11%,x,x,x
Cc1cc(OCC(=O)c2cccc(C(F)(F)F)c2)n2cnnc2n1,-1%,x,0.58,975,-0.69,-0.25,-0.48,0.82,1.5%,x,x,0.2,1318,-1%,x,x,x
O=C(O)CCSc1nc(C(F)(F)F)cc(=O)n1-c1ccccc1,7%,-2.0%,0.46,1886,0.091,-0.21,-0.5,0.46,0.5%,i,1,-3.3,1137,-2%,1.0,1.5,5.9
CCn1c(SCC(=O)c2ccc(Cl)cc2)nnc1-c1ccoc1C,37%,-2.3%,-0.04,1655,-0.8,-0.17,-0.19,0.84,0.1%,i,1,1.5,1013,1%,1.6,1.8,7.4
Cn1c(C(=O)NCCN2CCN(c3ccccc3F)CC2)cc2c(=O)n(C)c3ccccc3c21,0%,0.0%,-0.19,1771,0.5,-0.23,0.4,0.87,5.3%,i,-11,-0.4,1034,-4%,4.0,2.8,12
Cc1nnc(Nc2ccccc2F)s1,-8%,x,1,862,-0.5,-0.24,0.17,0.1,0.7%,x,x,0.2,1245,5%,x,x,x
Cc1ccccc1-n1nc(C)c2cc(C(=O)NC3CC3)sc21,2%,2.6%,-0.24,979,0.55,-0.31,0.41,-0.14,0.2%,i,2,x,x,10%,0.9,1.7,3.7
CCC(=O)NC(NCC1CCCO1)C(Cl)(Cl)Cl (stereo unspecified),3%,1.1%,x,x,0.73,-0.16,0.0082,-0.086,-0.8%,i,-25,x,x,5%,3.5,1.6,2.8
CCN(CC)CCNCc1cc(Cl)ccc1OCc1ccccc1F,2%,-2.3%,-0.55,1476,0.94,-0.33,1.2,-0.17,1.2%,i,0,-1.0,1579,0%,4.4,2.3,23
CCC12CN3CCN(CC(C3)/C1=N\NC(=O)c1ccc(Cl)cc1)C2,2%,-2.5%,x,x,-0.062,-0.3,0.0037,0.41,2.8%,i,12,-2.2,1118,6%,1.7,1.4,7.1
COc1ccccc1C1C2=C(N=c3s/c(=C/c4cccc(OCC(=O)O)c4)c(=O)n31)c1ccccc1CC2 (stereo unspecified),u,-4.0%,-1.7,1170,-0.87,-0.26,-0.82,1.2,-0.1%,i,-9,-1.7,536,u,3.5,2.4,7.0
O=C(Nc1cccnc1)c1ccc(C(=O)Nc2cccnc2)cc1,10%,0.1%,0.31,1647,0.31,-0.21,0.38,-0.89,0.3%,i,5,-1.8,976,3%,4.0,1.1,7.8
FC(F)(F)c1nnc2ccc(NCc3ccccc3)nn12,1%,x,-0.16,1240,-0.6,-0.26,-0.37,0.74,-0.5%,i,8,1.2,1075,0%,2.0,2.6,7.1
CC(=O)NC1C(=O)N(C)c2ccc(Br)cc21 (stereo unspecified),8%,-1.9%,0.52,1471,-0.078,-0.087,0.3,0.2,8.5%,i,-2,-1.4,1368,-1%,2.9,2.8,4.1
COc1ccnc(N2CCN(c3ccc(Cl)cc3)CC2)c1C#N,-6%,-2.6%,0.3,1114,1.4,-0.19,0.42,-1.9,5.3%,i,19,2.0,1491,6%,2.0,1.9,11
COCCOC(=O)C1=C(C)NC(=O)NC1c1c(Cl)nc2ccccn2c1=O (stereo unspecified),10%,2.6%,0.03,1333,-1,-0.22,-0.69,0.52,0.4%,i,5,-5.2,1131,11%,2.9,3.3,10
O=C(NCCCNCc1ccccc1)c1ccccn1,-4%,-0.2%,0.19,1216,-0.87,-0.18,0.11,1,-2.5%&-0.2%,i,-46,-1.9,979,3%,3.0,1.9,9.0
Cc1ccc(S(=O)(=O)Nc2nc3ccccc3nc2NCC2CCCO2)c(C)c1 (stereo unspecified),-15%,x,-0.01,1025,-0.89,-0.26,-0.31,0.98,0.2%[50 µM],x,x,0.8,1324,7%,x,x,x
Cn1c(NCc2c(O)ccc3ccccc23)nc2ccccc21,9%,-1.5%,-1.6,621,0.051,-0.16,0.12,0.67,0.8%,i,-11,x,x,-8%,2.5,2.1,5.3
CCc1ccc(OC)c(-c2csc(N)n2)c1,7%,-2.6%,-0.14,1438,-0.6,-0.32,-0.81,-0.49,0.3%,i,3,0.8,1010,5%,3.1,2.6,12
CC1c2nc3ccccc3n2C(CC(=O)NCc2ccccn2)C(=O)N1Cc1ccccc1 (stereo unspecified),10%,x,0.13,1170,-0.6,-0.19,0.06,-0.15,6.2%,i,5,-0.1,1133,-3%,4.1,2.3,3.8
COc1ccc(NC(=O)CSc2nncs2)cc1S(N)(=O)=O,4%,x,-0.73,947,0.47,-0.27,0.14,-0.43,-0.1%,x,x,-1.2,1351,3%,x,x,x
O=C(Nc1ccc(O)cc1)/C(=C/c1ccco1)NC(=O)c1ccccc1,5%,x,-0.12,1019,0.084,-0.22,0.69,-1.1,0.2%,x,x,-0.3,1318,8%,x,x,x
Cc1ccccc1NC(=O)Nc1ccccc1N1CCCCC1,-5%,x,0.63,1439,-0.33,0.82,-0.068,0.94,0.3%,x,x,1.4,966,-5%,x,x,x
NC(=S)n1[nH]c(-c2ccc([N+](=O)[O-])cc2)c(N=Nc2ccc(O)cc2)c1=O,4%,3.0%,0.19,937,-0.56,0.18,0.04,0.12,0.0%,i,-12,x,x,2%,1.0,0.9,2.1
Cc1cc(C)nc(Sc2c(F)c(F)c(C(F)(F)F)c(F)c2F)n1,-3%,2.9%,0.36,1159,0.91,-0.52,0.34,-0.058,0.6%,i,5,-2.6,811,4%,2.9,2.0,2.6
CC(=O)NCCOc1ccc2oc3ccccc3c2c1,8%,-1.0%,-0.34,1268,-0.45,0.028,0.071,-0.23,3.6%,i,0,-1.8,1242,2%,1.2,2.0,5.6
COc1ccc(NC(=O)C2=C(C)Nc3nc(CCCO)nn3C2c2ccc(OC)c(OC)c2)cc1 (stereo unspecified),8%,1.0%,0.11,1436,-0.46,-0.15,0.42,0.22,0.2%,i,5,1.5,1500,-2%,1.9,1.3,4.6
CC(C)(C)n1nc2c(c1NC(=O)c1cc3ccccc3o1)CSC2,-4%,x,1.1,1237,-0.082,-0.25,0.081,0.41,-0.1%,i,11,-1.9,1048,3%,5.2,2.2,3.6

# Screening data (PubChem BioAssay)
